# hcDAF-12 act: H. contortus DAF-12 activation, primary screen | 370,000 tested, 1.4% active | activation, % at 6.8 µM | HEK293 hcDAF-12 lit1-tk-luc reporter, luminescence; 0% DMSO, 100% Δ7-dafachronic acid;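 active means activation above the mean of all tested compounds plus 3 SD, cut at about 5.5% in these data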;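 further: 100% = response to 3 µM Δ7-dafachronic acid high control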
# NPR2 activator: GC-B (human) receptor activation; P20594; HEK293-GC-B cells, CNP EC30, cGMP TR-FRET; 0% at EC30 CNP, 100% saturating CNP; activation, % at 10 µM; 370,000 tested, 0.11% active;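 active means activation at 10 µM reaching about 35% in either raw or pattern-adjusted values, limit read from the data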
# Target sequence (P20594 whole entry, looked up): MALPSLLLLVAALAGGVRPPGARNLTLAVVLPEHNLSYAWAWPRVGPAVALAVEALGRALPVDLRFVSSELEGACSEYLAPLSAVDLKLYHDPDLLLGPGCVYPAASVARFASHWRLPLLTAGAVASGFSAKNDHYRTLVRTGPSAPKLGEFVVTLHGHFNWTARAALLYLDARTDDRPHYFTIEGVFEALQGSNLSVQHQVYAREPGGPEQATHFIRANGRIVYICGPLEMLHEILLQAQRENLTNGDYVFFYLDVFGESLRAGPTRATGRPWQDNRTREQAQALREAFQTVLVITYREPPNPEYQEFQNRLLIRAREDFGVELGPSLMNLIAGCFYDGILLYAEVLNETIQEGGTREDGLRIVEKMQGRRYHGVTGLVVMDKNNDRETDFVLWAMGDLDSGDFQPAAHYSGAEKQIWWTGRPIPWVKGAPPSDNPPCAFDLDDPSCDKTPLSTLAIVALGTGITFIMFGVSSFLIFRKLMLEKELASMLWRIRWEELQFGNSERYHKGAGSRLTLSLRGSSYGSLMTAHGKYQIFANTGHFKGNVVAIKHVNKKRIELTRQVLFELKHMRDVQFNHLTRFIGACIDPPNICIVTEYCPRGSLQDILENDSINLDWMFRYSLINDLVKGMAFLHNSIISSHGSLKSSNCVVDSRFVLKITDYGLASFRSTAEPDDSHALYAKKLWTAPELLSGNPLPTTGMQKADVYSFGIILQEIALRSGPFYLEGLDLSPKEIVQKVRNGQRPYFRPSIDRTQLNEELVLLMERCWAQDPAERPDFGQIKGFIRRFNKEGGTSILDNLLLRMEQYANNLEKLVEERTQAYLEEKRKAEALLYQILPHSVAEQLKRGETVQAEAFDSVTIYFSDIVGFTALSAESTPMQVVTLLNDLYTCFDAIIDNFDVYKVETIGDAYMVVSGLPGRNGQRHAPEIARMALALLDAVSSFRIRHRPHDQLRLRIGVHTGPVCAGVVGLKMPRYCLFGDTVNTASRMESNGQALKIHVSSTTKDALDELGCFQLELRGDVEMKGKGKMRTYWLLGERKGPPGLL
# ADAM10 inh: inhibits human ADAM10; recombinant ADAM10, EDANS/DABCYL FRET peptide cleavage, 3 h; inhibition, % at 7 µM; 370,000 tested, 0.62% active; AID 720582;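 active means inhibition above a per-campaign cutoff equal to the mean of compounds falling between control-based bounds plus 3 SD, cut at about 20% in these data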;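 further: 0% = DMSO wells while the 100% control is not disclosed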
# DAX1 inh-1: inhibitors of DAX1 repression of SF-1 activated StAR promoter; inhibition, % at 6.8 µM; AID 652010; 370,000 tested, 1.1% active; HEK293T StAR-luciferase reporter, SF-1/DAX-1 repression relief;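 active means inhibition above the mean over all tested compounds plus 3 SD, cut at about 3.6% in these data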;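 further: 0% = DAX-1 cells with DMSO and 100% = cells lacking DAX-1 with DMSO; higher inhibition means more luminescence from relief of DAX-1 repression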
# ssDAF12 agonist: activates DAF-12 receptor from parasite S. stercoralis. HEK293 ssDAF-12/GRIP1 lit1-tk-luc reporter, luminescence; % of 3 µM dafachronic acid response. activation, % at 6.8 µM. 370,000 tested, 1% active. AID 652126;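 active means activation above the mean over all tested compounds plus 3 SD, cut at about 0.9% in these data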;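 further: 0% = DMSO-only wells and 100% = 3 µM delta7-dafachronic acid wells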
# SMARCA2 act: SMARCA2 function activation, primary screen. MG213 cells, MMTV-luciferase reporter, dexamethasone, overnight. activation, % at 9.1 µM. 370,000 tested, 1% active. AID 652017; in the data active means activation above about 7.8%;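 further: 0% = vehicle wells and 100% = reference activator wells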
# GAA850 FXN act: frataxin GAA850 promoter activation | activation, % at 6 µM | AID 540364 | 360,000 tested, 0.56% active | HEK293 lucGAA850 FXN promoter luciferase reporter, 24 h; percent of 10 µM SAHA response;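 active means activation above the average of all compounds screened plus 3 SD, cutoff fixed separately per campaign, cut at about 7.5% in these data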;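 further: 0% = DMSO wells and 100% = 10 µM SAHA wells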
# HGIII-sPLA2 inh: Blocks human group III sPLA2 activity. QFRET BODIPY PC-A2 liposome hydrolysis, fluorescence. inhibition, % at 12.2 µM. 370,000 tested, 0.56% active;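 active means inhibition above mean plus 3 SD of compounds lying within the high and low control bounds, cut at about 19% in these data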;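 further: 0% = median of test compound wells and 100% = no enzyme DMSO wells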
# hgDAF-12 ag: agonists of H. glycines DAF-12 nuclear receptor | activation, % at 6.8 µM | 370,000 tested, 1.8% active | HEK293 GAL4-hgDAF12 UAS-luciferase reporter, agonist luminescence; normalized to butyrate control;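 active means activation above a cutoff set at the mean of all screened compounds plus 3 SD, cut at about 10% in these data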;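 further: 0% = DMSO wells and 100% = sodium butyrate wells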
# DAX1 inh-2: inhibits human nuclear receptor DAX1 | 340,000 tested, 0.99% active | AID 504766 | inhibition, % at 6.75 µM | HEK293 Gal4-DAX1 luciferase reporter, luminescence | P51843;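 active means inhibition above the mean over all tested compounds plus 3 SD, cut at about 4.2% in these data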;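 further: 0% = DAX1-transfected cells with DMSO and 100% = empty-vector control cells with DMSO; inhibition shows as a rise in luminescence from relieved DAX1 repression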
# NPR1 activator: GC-A (human) enzyme activation | P16066 | HEK293 GC-A cells, cGMP TR-FRET, EC30 ANP; 0% at EC30 ANP, 100% saturating ANP | activation, % at 10 µM | 370,000 tested, 0.14% active; in the data active means activation above about 40%
# Numbers without * were called inactive; · = not tested or not shown.
SMILES,hcDAF-12 act,NPR2 activator,ADAM10 inh,DAX1 inh-1,ssDAF12 agonist,SMARCA2 act,GAA850 FXN act,HGIII-sPLA2 inh,hgDAF-12 ag,DAX1 inh-2,NPR1 activator
O=C(O)CSc1nnnn1-c1ccc2c(c1)OCCO2,-0.7,7,-7,0.4,-0.1,-2,-2.0,-4,0.7,-0.7,0
Cc1cc(C)c(C)c(S(=O)(=O)N2CCNCC2)c1C,-1.3,0,2,-0.3,-1.5,-3,0.1,-5,6.0,-0.6,2
CCc1ccccc1NCC(=O)Nc1ccccc1C(=O)OC,-1.1,-8,3,0.6,0.1,1,1.7,-3,1.1,-1.0,-10
COc1cccc(Oc2cn[nH]c2-c2ccc(OC)cc2O)c1,-1.5,-2,19,-0.6,-1.1,-3,1.9,-110,-2.2,-0.2,0
O=C(Nc1cccc(O)c1)C1CC(c2c(F)cccc2Cl)=NO1 (stereo unspecified),3.4,0,2,0.3,0.5,-2,0.1,-2,1.2,-0.7,-2
Cc1cc(C)cc(N(CC(=O)N/N=C/c2ccncc2)S(=O)(=O)c2ccccc2)c1,0.6,-8,4,0.5,-1.3,-2,3.4,-13,-2.8,-0.4,-8
O=C1NC[C@H](CC2CCCCC2)N(CCc2cccc3ccccc23)C1=O,-0.5,-5,2,1.2,-0.6,-4,·,-21,4.5,·,-10
Cc1ccc(-n2nc3c(c2NC(=O)c2ccc4c(c2)OCO4)CS(=O)C3)c(C)c1 (stereo unspecified),0.5,-8,1,-0.5,-0.8,0,0.6,-4,2.0,2.6,-5
N#CCC(=O)Nc1ccc(C(F)(F)F)cc1N1CCOCC1,-0.5,-3,-9,-0.8,-1.2,-4,-0.6,1,2.0,2.1,-1
CCN1CCN(C(=O)Cn2cnc3sc(C)c(S(=O)(=O)N4CCN(c5ncccn5)CC4)c3c2=O)CC1,-1.7,4,-12,0.3,-0.8,2,2.3,-4,-1.1,1.4,0
COc1ccccc1CN(C)c1ccc(S(=O)(=O)N2CCN(C)CC2)cn1,-2.1,3,-13,-1.1,-1.1,-2,0.2,3,-0.7,-0.8,2
CCN1C(=O)[C@H]2[C@@H](c3ccc(C)cc3)N3C(=O)N(c4ccc(C(F)(F)F)cc4)C(=O)[C@@]3(Cc3ccccc3)[C@H]2C1=O,-0.4,4,7,0.5,-0.6,1,0.2,-4,1.0,1.4,-2
COc1ccc(-n2cccc2/C=C/[N+](=O)[O-])cc1,1.1,0,-236,0.1,-0.6,1,3.1,6,1.8,-0.6,2
COc1ccc(/C=C(/NC(=O)c2ccco2)C(=O)Nc2ccc(C(C)=O)cc2)cc1,-2.1,-5,-6,0.0,-1.1,-5,-1.9,11,-0.7,4.8*,0
O=C(O)[C@@H]1CCCN1c1ncnc2sc3c(c12)CCC3,-0.6,1,0,0.0,-1.3,2,0.4,-2,-0.3,0.6,-1
COc1ccc(CN(C)C(C)C(=O)Nc2ccc(S(=O)(=O)N3CCCCC3)cc2)cc1F (stereo unspecified),-3.0,-1,-3,-1.9,-1.6,-2,3.5,-12,-2.1,0.3,1
Cc1ccc(-c2csc(C(O)c3ccc(F)c(F)c3)n2)cc1C (stereo unspecified),-1.5,-3,14,0.3,-1.2,-4,-1.4,-14,-0.9,·,0
O=C(Nc1ccc(N2CCN(C(=O)c3cccs3)CC2)cc1)c1ccc([N+](=O)[O-])o1,-4.1,1,7,-8.3,-1.1,1,7.0,1,-3.4,-3.6,-5
CCCn1c(=O)c(Cc2ccccc2)c(O)c2ccccc21,-1.8,-3,-4,0.6,-0.9,-3,-0.5,8,0.6,-0.2,5
O=C1C2CCCN2C(=S)N1c1ccc(Cl)cc1 (stereo unspecified),2.0,3,3,0.2,-0.8,1,0.1,-40,2.3,0.2,5
CC(C)CN1C(=O)C[C@@]2(C(=O)N(C)c3ccc(NS(=O)(=O)C4CCCCC4)cc32)C1c1ccccc1 (stereo partly specified),-0.6,-1,1,-0.5,-1.5,-2,·,-11,-3.6,·,-4
COc1cc(C2c3cc(O)c(OC)cc3CC(C(=O)O)C2CO)ccc1O (stereo unspecified),-2.5,2,-13,-0.1,-0.6,-4,-1.6,7,-1.8,-2.2,-3
CCOC(=O)CN1C(=O)C(Sc2n[nH]c(-c3cccc(C)c3)n2)CCc2ccccc21 (stereo unspecified),-1.6,-3,7,0.2,-1.7,-5,-2.2,-23,-1.7,-0.6,-6
CC1(C)CC(NC(=O)c2ccc(Cl)cc2Cl)CC(C)(C)N1,-3.3,2,-7,0.0,-1.2,-2,-0.7,2,-0.7,3.1,2
Cc1ccc(NC(=O)CN2C(=O)S/C(=C\c3ccc(C(=O)O)cc3)C2=O)cc1,-0.7,4,-5,0.3,-0.6,1,0.7,0,0.6,0.4,3
# The list goes on.
SMILES,hcDAF-12 act,NPR2 activator,ADAM10 inh,DAX1 inh-1,ssDAF12 agonist,SMARCA2 act,GAA850 FXN act,HGIII-sPLA2 inh,hgDAF-12 ag,DAX1 inh-2,NPR1 activator
O=C(Nc1ccc2c(c1)OCO2)N1CCN(c2ncc(C(F)(F)F)cc2Cl)CC1,-0.2,-6,2,-0.7,-1.5,-2,1.9,1,2.1,-0.7,-1
CCN(CC(=O)Nc1c(F)cccc1F)C(=O)CCSc1ccc(C)cc1,-1.2,2,-4,-1.2,-1.1,-2,-0.8,15,-1.8,-1.2,6
COc1ccc(NC(=O)c2cccc(-n3cnnn3)c2)cc1,-0.1,-10,-3,-0.1,-0.9,1,-0.8,3,-4.0,-0.2,-1
COc1ccc(C(=O)NCCN2CCCC2)cc1[N+](=O)[O-],1.8,4,11,-0.2,-0.4,-1,0.9,9,0.3,0.3,7
COCCOC(=O)C1=C(C)OC(N)=C(C#N)C1c1cc2cccc(C)c2nc1Cl (stereo unspecified),0.0,-2,-34,-0.2,-1.0,1,2.4,-22,-0.4,-0.6,-21
CCOc1ccc(Br)cc1S(=O)(=O)NCc1ccncc1,-2.4,-3,5,0.1,-1.5,-2,2.4,-3,1.7,·,-1
O=C(CN1C(=O)S/C(=C\c2ccc(Cl)cc2)C1=O)NNC(=O)c1ccccc1O,-1.1,-6,7,0.4,-1.9,-3,2.2,44*,2.7,1.6,-6
CN(C)CCN(C(=O)CN1C(=O)c2ccccc2C1=O)c1nc2cc3c(cc2s1)OCCO3,1.2,-4,-2,4.3*,-1.2,4,0.9,-5,2.7,3.5,0
CCCCCCCC(=O)N/N=C/c1ccco1,-0.7,1,7,-0.4,-1.0,3,-0.9,3,1.8,-1.3,2
NC(=S)NN=Cc1nccc2ccccc12,-1.9,-5,-113,-8.0,-1.0,-8,-13,1,-8.6,-5.9,1
CC(C)N(Cc1ccccc1)C(=O)COC(=O)CCC(=O)c1ccc(F)cc1,-1.0,0,-1,1.1,-1.3,-1,0.8,-1,1.0,-0.1,-1
COC(=O)c1c(C)oc2ccc(N(C(=O)c3ccncc3)S(=O)(=O)c3ccc4ccccc4c3)cc12,2.7,5,17,0.2,-1.4,-3,0.8,-19,-2.6,0.3,-1
Cc1ccc(CNC(=O)c2cn(C)c(=O)c3c2c2ccccc2n3C)o1,0.1,-4,-153,-0.1,-0.8,4,1.0,-3,-1.5,-0.1,0
O=C(CC(C(=O)O)c1ccc(Cl)cc1)c1ccccc1 (stereo unspecified),3.4,4,9,0.2,-0.2,1,0.3,5,-0.6,0.1,1
CC1(C)CC(NC(=O)C(c2ccccc2)c2ccccc2)CC(C)(C)N1,0.1,0,-3,-0.1,-1.8,0,-0.9,2,-2.6,1.0,0
Cc1ccc(N2CC(c3nc4ccccc4n3C)CC2=O)cc1C (stereo unspecified),-0.8,4,-14,-0.2,-1.2,-1,-1.0,16,0.7,0.1,1
CN1CCN(Cc2c(O)ccc3c(=O)c(Oc4ccccc4Cl)c(C(F)(F)F)oc23)CC1,-1.0,8,-22,0.1,-1.2,-3,-1.9,-3,1.0,1.9,4
COc1ccc(S(=O)(=O)Nc2ccc3oc(C)c(C(C)=O)c3c2)cc1,-3.6,-11,-4,-3.3,-2.2,-6,-4.8,-28,-5.3,-4.1,-4
COc1ccc(NC(=O)[C@H](NC(=O)[C@@H]2Cc3ccccc3CN2)c2ccccc2)cc1,-0.5,2,-3,0.0,-1.2,-3,0.3,1,-2.7,0.6,0
C[C@]12CCC(=O)C[C@@H]1CC[C@@H]1[C@@H]2CC[C@]2(C)C=CC[C@@H]12,-1.0,-1,-9,-1.0,0.5,-3,-1.9,7,6.0,-0.8,-1
CCOc1cc(/C=N/NC(=O)CCn2nc(C)cc2C)ccc1O,-0.4,5,-15,-0.4,-1.0,-4,1.9,0,-0.4,1.8,0
CN(C)c1nc(NCc2ccccc2)nc(N/N=C/c2ccc(Cl)cc2Cl)n1,-1.5,·,-4,0.0,-0.8,-6,-1.4,7,0.5,1.4,·
CC(=O)c1cccc(OCC(=O)N2CCN(c3ccc(C(F)(F)F)cn3)CC2)c1,-1.0,-4,-2,-0.4,-2.1,-7,0.6,2,-3.2,-2.6,1
COc1cc2c(cc1OC)[C@@H](NC(=O)c1ccncc1)[C@H](C)[C@H]2c1ccccc1,-0.5,-4,-3,0.0,-1.6,-1,·,-2,-1.2,·,1
CCn1cc(C(=O)N2CCc3ccccc32)c(=O)c2cc(S(=O)(=O)N3CCCCCC3)ccc21,1.5,7,-2,0.8,-1.0,-1,0.5,-7,-2.9,-1.4,3
CCOC(=O)c1cc(NC(=O)c2ccc(Cl)cc2)c(=O)oc1-c1ccccc1,0.2,-3,-2,0.0,-1.2,-1,-1.5,9,1.1,-1.6,2
Cc1ccc2c(c1)C(CS(=O)(=O)NCCc1ccccc1)NC2 (stereo unspecified),-2.2,0,-1,-0.8,-1.3,-3,·,0,0.1,·,0
Cc1c(NS(=O)(=O)c2ccccc2)cc(Cl)c(O)c1C,0.1,2,-3,-1.0,-0.7,-2,-2.5,-7,0.1,-0.6,4

# A different layout for 4 compounds above.
CN(C)CCN(C(=O)CN1C(=O)c2ccccc2C1=O)c1nc2cc3c(cc2s1)OCCO3
  hcDAF-12 act: 1.2
  NPR2 activator: -4
  ADAM10 inh: -2
  DAX1 inh-1: 4.3*
  ssDAF12 agonist: -1.2
  SMARCA2 act: 4
  GAA850 FXN act: 0.9
  HGIII-sPLA2 inh: -5
  hgDAF-12 ag: 2.7
  DAX1 inh-2: 3.5
  NPR1 activator: 0
CCCCCCCC(=O)N/N=C/c1ccco1
  hcDAF-12 act: -0.7
  NPR2 activator: 1
  ADAM10 inh: 7
  DAX1 inh-1: -0.4
  ssDAF12 agonist: -1.0
  SMARCA2 act: 3
  GAA850 FXN act: -0.9
  HGIII-sPLA2 inh: 3
  hgDAF-12 ag: 1.8
  DAX1 inh-2: -1.3
  NPR1 activator: 2
NC(=S)NN=Cc1nccc2ccccc12
  hcDAF-12 act: -1.9
  NPR2 activator: -5
  ADAM10 inh: -113
  DAX1 inh-1: -8.0
  ssDAF12 agonist: -1.0
  SMARCA2 act: -8
  GAA850 FXN act: -13
  HGIII-sPLA2 inh: 1
  hgDAF-12 ag: -8.6
  DAX1 inh-2: -5.9
  NPR1 activator: 1
CC(C)N(Cc1ccccc1)C(=O)COC(=O)CCC(=O)c1ccc(F)cc1
  hcDAF-12 act: -1.0
  NPR2 activator: 0
  ADAM10 inh: -1
  DAX1 inh-1: 1.1
  ssDAF12 agonist: -1.3
  SMARCA2 act: -1
  GAA850 FXN act: 0.8
  HGIII-sPLA2 inh: -1
  hgDAF-12 ag: 1.0
  DAX1 inh-2: -0.1
  NPR1 activator: -1
